MCL1 BIM primary: disrupts human MCL1 binding to BIM-BH3 peptide; Q07820; GST-MCL1 / FITC-Bim-BH3 fluorescence polarization; inhibition, % at 10.9 µM; actives 0.68% (n = 320,000); AID 2057;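 active = inhibition above the mean inhibition of all tested compounds plus 3 SD, set per campaign, cut at about 40% in these data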;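 also: 0% = DMSO wells and 100% = unlabeled Bim-BH3 peptide control; higher means more loss of mP so more displacement of Bim peptide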
pPAFAH inh: pPAFAH (human) enzyme inhibition. AID 463082. inhibition, % at 3.39 µM. recombinant pPAFAH, FP-rhodamine probe fluorescence polarization. Q13093. actives 1.5% (n = 330,000);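 active = inhibition above the mean inhibition across the screen plus 3 SD, cut at about 25% in these data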;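 also: inhibitors block binding of the rhodamine activity-based probe so polarization drops; 0% = enzyme with DMSO and 100% = wells lacking pPAFAH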
BCLXL inh: inhibitors of human Bcl-xL; GST-Bcl-xL / FITC-Bim BH3 peptide fluorescence polarization; inhibition, % at 10.9 µM; Q07817; AID 2129; actives 0.7% (n = 320,000);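 active = inhibition above the mean of all tested compounds plus 3 SD, cutoff set per campaign, cut at about 30% in these data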;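 also: 0% = DMSO wells and 100% = unlabeled Bim-BH3 peptide competitor; inhibitors lower millipolarization by displacing the labeled peptide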
Target sequence (Q07817 whole entry, looked up): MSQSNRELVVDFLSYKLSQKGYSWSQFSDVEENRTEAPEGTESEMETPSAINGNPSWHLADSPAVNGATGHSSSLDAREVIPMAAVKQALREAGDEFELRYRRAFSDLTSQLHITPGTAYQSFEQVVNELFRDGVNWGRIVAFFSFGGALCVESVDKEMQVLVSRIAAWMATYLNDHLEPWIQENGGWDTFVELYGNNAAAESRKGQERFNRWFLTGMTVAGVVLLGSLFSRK
PME-1 primary: PME-1 (human) inhibition; inhibition, % at 5.9 µM; recombinant PME-1, FP-Rh probe fluorescence polarization; Q9Y570; actives 0.53% (n = 320,000);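 active = inhibition above the campaign mean of all compounds plus 3 SD, cut at about 26% in these data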;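 also: competitive labeling of PME-1 active site by serine hydrolase directed probe; 0% = PME-1 with DMSO and 100% = wells lacking PME-1 enzyme; inhibitors block probe labeling so polarization falls and inhibition rises; many of its hits are not listed in these tables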
MEX-5 binding: C. elegans MEX-5 TCR-2 RNA binding activity | activity score (negative = inhibition of binding), % at 10 µM | Q9XUB2 | actives 0.38% (n = 300,000) | MEX-5/FITC-TCR2 RNA binding, fluorescence polarization; hits give low values;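 active = inhibition past about -25% in most replicates, and total fluorescence under double the plate's negative control median, limit read from the data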;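 also: 0% = DMSO and -100% = 5 µM competing unlabeled TCR2 RNA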
GLD-1 RNA inh: GLD-1-TGE RNA interaction inhibition (C. elegans); Q17339; purified GLD-1 + fluorescein TGE RNA, fluorescence polarization; inhibition, % at 5.96 µM; actives 0.44% (n = 320,000); AID 2280;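 active = percent inhibition above a per-plate cutoff, the plate mean of test compounds plus 3 SD, cut at about 30% in these data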;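 also: 0% = DMSO wells with GLD-1 and probe and 100% = wells lacking GLD-1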
Fam108B counter: counter-screen for RBBP9 inhibitors: inhibitors of mouse Fam108B; recombinant Fam108B, FP-Rh probe fluorescence polarization; inhibition, % at 9.51 µM; actives 0.33% (n = 300,000);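 active = inhibition above the screen mean inhibition plus 3 SD, computed separately per campaign, cut at about 18% in these data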;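 also: inhibitors lower polarization as less probe binds the enzyme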
PAFAH1B2 FP inh: PAFAH1B2 (human) inhibition | recombinant PAFAH1B2, FP-rhodamine activity probe, fluorescence polarization | actives 1.2% (n = 340,000) | inhibition, % at 3.39 µM | AID 492953 | P68402;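 active = inhibition above the mean of all tested compounds plus 3 SD, cut at about 24% in these data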;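 also: 0% = enzyme with DMSO and 100% = wells lacking PAFAH1B2; many of its hits are not listed in these tables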
AHR act: human AHR activation | P35869 | AHR-responsive luciferase reporter cells, luminescence | activation, % at 5 µM | actives 2.5% (n = 320,000) | AID 2796; in the data active = activation above about 47%;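 also: 0% = vehicle wells and 100% = reference agonist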
Target sequence (P35869 whole entry, looked up): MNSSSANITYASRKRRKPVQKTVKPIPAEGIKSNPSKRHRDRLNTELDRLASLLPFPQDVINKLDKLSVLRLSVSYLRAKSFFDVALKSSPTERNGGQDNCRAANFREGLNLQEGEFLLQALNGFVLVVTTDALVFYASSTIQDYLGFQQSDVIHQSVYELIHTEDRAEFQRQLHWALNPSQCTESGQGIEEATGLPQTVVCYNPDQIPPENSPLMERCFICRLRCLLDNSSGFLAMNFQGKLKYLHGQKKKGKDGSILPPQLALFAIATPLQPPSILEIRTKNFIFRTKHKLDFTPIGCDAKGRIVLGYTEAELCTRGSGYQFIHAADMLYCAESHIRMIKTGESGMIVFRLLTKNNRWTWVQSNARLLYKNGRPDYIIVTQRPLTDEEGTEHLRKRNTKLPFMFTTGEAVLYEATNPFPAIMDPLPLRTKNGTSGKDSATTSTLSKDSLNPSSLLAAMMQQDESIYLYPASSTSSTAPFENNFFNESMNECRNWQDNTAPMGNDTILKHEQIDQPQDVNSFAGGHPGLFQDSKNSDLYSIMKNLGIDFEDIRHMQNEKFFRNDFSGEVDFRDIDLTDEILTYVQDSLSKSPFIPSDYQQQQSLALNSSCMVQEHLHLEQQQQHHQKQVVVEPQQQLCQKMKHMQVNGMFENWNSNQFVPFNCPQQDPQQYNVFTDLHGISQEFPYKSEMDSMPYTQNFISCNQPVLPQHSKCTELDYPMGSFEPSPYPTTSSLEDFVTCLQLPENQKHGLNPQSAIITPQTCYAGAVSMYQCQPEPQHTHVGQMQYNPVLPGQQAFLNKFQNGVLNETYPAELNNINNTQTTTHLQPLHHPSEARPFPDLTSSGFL
Starred values were filed as active, the others as inactive; x = not tested or not shown. The list is partial; count on the stated rates, not on these rows.

Value order – MCL1 BIM primary | pPAFAH inh | BCLXL inh | PME-1 primary | MEX-5 binding | GLD-1 RNA inh | Fam108B counter | PAFAH1B2 FP inh | AHR act
[1] O=C(c1ccccc1)N1N=C(c2cccs2)CC1c1ccccc1O (configuration not stated)
  4.0 | 0.5 | 3.7 | -4.9 | -3.0 | 2.5 | -6.7 | 0.1 | 8.7
[2] O=C(CSc1nnc(-c2cccc(S(=O)(=O)N3CCCCC3)c2)o1)NCCC1=CCCCC1
  0.6 | 1.3 | 5.2 | -2.2 | 2.7 | -8.6 | 1.9 | 1.5 | -1.1
[3] CCOC(=O)C(=CNc1ccc(S(N)(=O)=O)cc1)C(=O)OCC
  7.7 | -0.3 | 6.5 | 3.2 | -1.4 | 8.1 | 0.1 | -0.3 | 2.5
[4] COc1ccc(-c2c(-c3cc(OC)cc(OC)c3)n(C)c3ccc(-c4ccc5[nH]ccc5c4)cc23)cc1
  1.0 | -2.3 | -3.3 | 10.1 | x | -4.0 | x | -0.4 | 2.0
[5] C=CCn1c(SCC(=O)NCc2ccco2)nc2sc(C)c(C)c2c1=O
  -2.2 | 5.1 | 1.4 | -2.4 | -0.1 | -3.5 | -5.5 | -0.6 | 1.5
[6] c1ccc(-c2ccccc2OCCCCN2CCCCC2)cc1
  -6.5 | 0.4 | 7.5 | -0.9 | -2.7 | 4.4 | -6.0 | 3.6 | 0.2
[7] CCc1nnc(NS(=O)(=O)c2ccc(NC(=O)c3cccc4ccccc34)cc2)s1
  4.3 | -9.8 | 10.3 | -4.9 | -0.2 | 1.8 | 8.4 | -3.1 | -2.8
[8] Cc1ccc(N2CCN(/N=C/C3=C(N4CCOCC4)C(=C\c4ccccc4)/CC3)CC2)cc1
  1.0 | 1.0 | 3.9 | 4.6 | 0.9 | 1.6 | -1.4 | x | 0.7
[9] Fc1ccc(NC(=S)NC2CC3CCCC(C2)N3Cc2cccs2)cc1 (configuration not stated)
  0.1 | 0.4 | 2.4 | -3.3 | 1.0 | 10.6 | 3.8 | -0.7 | -0.4
[10] O=C(COC(=O)CCCNC(=O)c1ccc(Cl)cc1)NC1CC1
  4.2 | 4.2 | 2.9 | 2.8 | 1.9 | 0.8 | 8.2 | 0.1 | 0.1
[11] CN(C)CCCNC(=O)/C(=C\c1ccc(-c2cccc([N+](=O)[O-])c2)o1)NC(=O)c1ccccc1
  -5.5 | 2.7 | -1.4 | -1.6 | 0.9 | -1.6 | -1.4 | -4.1 | -0.2
[12] Nc1nc(SCC(=O)Nc2ncc(C(F)(F)F)cc2Cl)n[nH]1
  7.3 | 0.7 | 3.6 | 9.4 | 1.7 | 8.7 | 1.5 | -2.3 | -0.4
[13] Cc1ccc(N(CC(=O)NC2CCCCC2)C(=O)CNC(=O)c2ccco2)c(C)c1
  -5.4 | -1.0 | 1.9 | -6.5 | 0.3 | -4.1 | 3.0 | -1.2 | 0.4
[14] COc1ccccc1C(=O)Nn1cnc2ccccc2c1=O
  3.9 | 6.6 | -1.8 | 0.9 | -2.3 | 0.2 | -8.3 | 9.4 | 1.6
[15] O=C(Nc1cccc(S(=O)(=O)NC2=NCCC2)c1)c1cc(Cl)ccc1[N+](=O)[O-]
  -7.6 | 3.9 | -4.3 | 5.7 | -0.2 | 9.9 | 0.7 | -0.8 | 0.0
[16] COCCCNC(=O)c1nc2ccccc2c(=O)n1NC(=O)Nc1c(Cl)cccc1Cl
  -0.5 | -2.2 | 3.6 | 3.3 | 1.0 | 2.2 | 1.0 | 6.5 | 4.0
[17] O=C1CC(c2c[nH]c3ccccc23)C(=O)N1c1ccccc1 (configuration not stated)
  -2.3 | -0.3 | 4.7 | -3.0 | 1.1 | 6.6 | -1.9 | -0.9 | 0.8
[18] Cc1cccn2c(=O)nc(SCC(=O)NC3CCCCC3)nc12
  0.9 | 7.7 | 1.0 | -4.2 | 0.5 | -3.1 | -1.2 | 5.1 | -1.8
[19] CCOc1ccc(C(=O)CCC(=O)NC(C)C(=O)OC)cc1 (configuration not stated)
  0.4 | 0.6 | 4.4 | -8.0 | 3.5 | -4.8 | 2.6 | 3.2 | -0.8
[20] O=C(NCCc1ccc(F)cc1)c1cccc2c1C(=O)c1ccc(N3CCC(Cc4ccccc4)CC3)cc1S2(=O)=O
  x | 1.9 | x | x | x | 144.7* | x | 1.5 | 8.0
[21] CCN(CC)S(=O)(=O)c1cc([N+](=O)[O-])ccc1N=Nc1c(O)[nH]c2ccccc12
  -5.4 | -4.6 | -1.3 | -1.4 | -7.3 | 4.0 | -2.8 | 3.2 | 6.6
[22] COc1ccc(C(=O)COC(=O)COc2cc(C)cc(C)c2)cc1
  7.5 | 11.8 | 5.5 | -0.4 | -1.0 | 4.4 | 1.4 | -1.8 | 0.4
[23] CC(C)NC(=O)COC(=O)c1cc(Br)ccc1Cl
  -15.0 | -2.4 | -7.6 | -0.5 | 1.2 | -5.1 | 7.0 | 0.8 | 4.4
[24] CCC1(C)Cc2c(sc3nc(SC)[nH]c(=S)c23)CO1 (configuration not stated)
  57.2* | 6.1 | 50.4* | 0.4 | -8.6 | 32.2* | -0.7 | x | 3.3
[25] Cc1ccccc1OCC(=O)Nc1ccc2c(c1)COC2=O
  6.0 | -8.5 | 1.6 | 5.0 | 1.1 | 3.7 | -4.6 | 3.1 | -5.4
[26] CCOC(=O)c1ccc(N2C(=O)CC(N(Cc3ccc4c(c3)OCO4)C(=O)Nc3ccccc3)C2=O)cc1 (configuration not stated)
  0.0 | 7.2 | 4.1 | 5.0 | 2.3 | 0.4 | 0.9 | 5.1 | 0.7
[27] CC12CCC(C(=O)NCc3ccccc3Cl)(OC1=O)C2(C)C (configuration not stated)
  -0.3 | 2.3 | 1.5 | 0.1 | 1.7 | -3.8 | 4.1 | 6.5 | 0.5
[28] CCN(C(=O)CSc1nnnn1-c1cc(C)ccc1OC)C1CCS(=O)(=O)C1 (configuration not stated)
  -1.0 | 1.7 | 2.2 | 1.4 | -1.4 | 7.3 | 1.6 | -2.8 | 1.2
[29] COCCNC(=O)CN1C(=O)/C(=C/c2ccccc2)Oc2ccc(C(C)(C)C)cc21
  0.6 | 6.0 | 4.9 | 3.3 | 0.4 | 4.9 | 0.5 | 5.2 | 3.5
[30] Cc1ccc(CNC(=O)CCCc2cn(C)c3ccccc23)cc1
  -0.9 | 3.0 | 5.0 | -4.2 | -2.1 | 12.0 | 2.1 | -6.9 | 4.0

Reprinted at random: 2 records from the list
Value order – MCL1 BIM primary | pPAFAH inh | BCLXL inh | PME-1 primary | MEX-5 binding | GLD-1 RNA inh | Fam108B counter | PAFAH1B2 FP inh | AHR act
[11] CN(C)CCCNC(=O)/C(=C\c1ccc(-c2cccc([N+](=O)[O-])c2)o1)NC(=O)c1ccccc1
  -5.5 | 2.7 | -1.4 | -1.6 | 0.9 | -1.6 | -1.4 | -4.1 | -0.2
[30] Cc1ccc(CNC(=O)CCCc2cn(C)c3ccccc23)cc1
  -0.9 | 3.0 | 5.0 | -4.2 | -2.1 | 12.0 | 2.1 | -6.9 | 4.0

(list continues)
Value order – MCL1 BIM primary | pPAFAH inh | BCLXL inh | PME-1 primary | MEX-5 binding | GLD-1 RNA inh | Fam108B counter | PAFAH1B2 FP inh | AHR act
[31] O=C(COc1ccc(Cl)cc1)Nc1ccc(Cc2ccncc2)cc1
  2.7 | 1.2 | -0.3 | -1.7 | -0.3 | 3.5 | 0.3 | 7.9 | 1.6
[32] Cc1cc(C)c(C2C3=C(Nc4c2c(C)nn4-c2ccccn2)c2ccccc2C3=O)c(C)c1 (configuration not stated)
  1.1 | -8.3 | 1.9 | -4.2 | -1.1 | 2.1 | -5.6 | -2.5 | -0.1
[33] CN(C)/C=C1\SC(=S)N(c2ccc(F)cc2)C1=O
  9.7 | -4.7 | 8.0 | -20.4 | 0.3 | 2.4 | -20.7 | -15.0 | -1.1
[34] COc1ccc(O)c(C(=O)c2cnc3onc(C)c3c2)c1
  6.2 | 4.2 | 5.9 | 0.1 | 0.0 | -6.4 | -2.0 | -0.1 | 5.5
[35] Cc1nnc(SC(C(=O)Nc2ccc(Cl)c([N+](=O)[O-])c2)c2ccccc2)[nH]c1=O (configuration not stated)
  10.3 | 10.6 | 10.1 | -8.9 | 0.2 | -1.5 | 0.8 | 4.1 | -1.3
[36] O=C1C2C3C=CC([C@@H]2C(=O)N1Cc1cccnc1)C31CC1 (some centres not stated)
  -2.2 | -1.9 | 1.9 | 0.6 | 3.4 | 0.6 | 0.4 | 5.8 | 1.2
[37] CC1=C(C#N)CCC(=O)N1Cc1c(F)cccc1Cl
  10.3 | -3.2 | 4.4 | 3.5 | 0.4 | 2.7 | 2.6 | 4.0 | -0.1
[38] CC(=O)N1CCN(S(=O)(=O)c2cccc(C(=O)NCCC3=CCCCC3)c2)CC1
  5.7 | 0.3 | 2.0 | -0.8 | 2.2 | -2.9 | 1.8 | 7.0 | -0.2
[39] CCOC(=O)N1CCN(S(=O)(=O)c2ccc([N+](=O)[O-])cc2)CC1
  7.5 | 5.1 | 3.0 | 1.1 | -2.2 | 0.8 | -3.4 | 2.3 | -1.1
[40] CC(C)[C@H](NC(=O)c1ccccc1F)C(=O)NC1CCCCCCC1
  x | 5.5 | x | x | x | 1.6 | x | 5.3 | 9.4
[41] CN(C)c1oc(-c2ccccc2Cl)nc1P(=O)(c1ccccc1)c1ccccc1
  4.7 | 1.9 | 6.0 | 0.5 | 0.8 | 2.4 | -4.1 | 0.1 | 1.8
[42] N#Cc1c(-c2ccccc2)c(-c2ccccc2)n(Cc2ccco2)c1NC(=O)c1cccs1
  1.6 | -12.9 | 3.4 | -35.4 | 1.8 | 0.5 | -24.3 | -1.5 | -0.3
[43] N#Cc1cc(-c2ccc(Cl)cc2)cn(Cc2c(Cl)cccc2Cl)c1=O
  0.9 | -3.2 | -0.3 | 8.0 | x | 3.0 | 1.4 | -1.2 | 2.0
[44] Cc1cccc(NC(=S)N(CCN(C)C)Cc2cccs2)c1
  1.2 | 1.6 | 0.7 | -3.1 | 1.1 | 1.0 | 4.8 | 4.2 | 4.2
[45] CCOC(=O)c1c(N)sc(C(O)(C(F)(F)F)C(F)(F)F)c1-c1ccccc1
  -3.9 | -2.9 | -7.2 | -0.4 | -0.9 | 6.8 | -0.1 | 2.6 | 5.7
[46] CCC(NC(=O)Cc1cccs1)c1ccccc1 (configuration not stated)
  -1.9 | 2.4 | 4.3 | 5.0 | 1.0 | 1.2 | 2.1 | 8.6 | -1.3

Some of these compounds in order of the PAFAH1B2 FP inh value, ascending.
No. | Compound | PAFAH1B2 FP inh
34 | COc1ccc(O)c(C(=O)c2cnc3onc(C)c3c2)c1 | -0.1
45 | CCOC(=O)c1c(N)sc(C(O)(C(F)(F)F)C(F)(F)F)c1-c1ccccc1 | 2.6
44 | Cc1cccc(NC(=S)N(CCN(C)C)Cc2cccs2)c1 | 4.2

3 entries from above, ordered by heavy-atom count, descending:
Value order – MCL1 BIM primary | pPAFAH inh | BCLXL inh | PME-1 primary | MEX-5 binding | GLD-1 RNA inh | Fam108B counter | PAFAH1B2 FP inh | AHR act
[35] Cc1nnc(SC(C(=O)Nc2ccc(Cl)c([N+](=O)[O-])c2)c2ccccc2)[nH]c1=O (configuration not stated)
  10.3 | 10.6 | 10.1 | -8.9 | 0.2 | -1.5 | 0.8 | 4.1 | -1.3
[22] COc1ccc(C(=O)COC(=O)COc2cc(C)cc(C)c2)cc1
  7.5 | 11.8 | 5.5 | -0.4 | -1.0 | 4.4 | 1.4 | -1.8 | 0.4
[23] CC(C)NC(=O)COC(=O)c1cc(Br)ccc1Cl
  -15.0 | -2.4 | -7.6 | -0.5 | 1.2 | -5.1 | 7.0 | 0.8 | 4.4
